FLuc counter: qHTS profiling assay for firefly luciferase inhibitor/activator using purifed enzyme and Km concentrations of substrates (counterscreen for miR-21 project). purified FLuc, Km substrates, luminescence inhibition. Potency, µM (series often up to 57.5 µM), without a hit: at the highest dose activity change, negative = inhibition, hits mostly inhibitors. 360,000 compounds, 6.9% hits;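 further: plate controls were vehicle for no effect and reference inhibitor for full effect; nearly all actives have a fitted effect of over 55% in size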
Target sequence (P08659 whole entry, looked up): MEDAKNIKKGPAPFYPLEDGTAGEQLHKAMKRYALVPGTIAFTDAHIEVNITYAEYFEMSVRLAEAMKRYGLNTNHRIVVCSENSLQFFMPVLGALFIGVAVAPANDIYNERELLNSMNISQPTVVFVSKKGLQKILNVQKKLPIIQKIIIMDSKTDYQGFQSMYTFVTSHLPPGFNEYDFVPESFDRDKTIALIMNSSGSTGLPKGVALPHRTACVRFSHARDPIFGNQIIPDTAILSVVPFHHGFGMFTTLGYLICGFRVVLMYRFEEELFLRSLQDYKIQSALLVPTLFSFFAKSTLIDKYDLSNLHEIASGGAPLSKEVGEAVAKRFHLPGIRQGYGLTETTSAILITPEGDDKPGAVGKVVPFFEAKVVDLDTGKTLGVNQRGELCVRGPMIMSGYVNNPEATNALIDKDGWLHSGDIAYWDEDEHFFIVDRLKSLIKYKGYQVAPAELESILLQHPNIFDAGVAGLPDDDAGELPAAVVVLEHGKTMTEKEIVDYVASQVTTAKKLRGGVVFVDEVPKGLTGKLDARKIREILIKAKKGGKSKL
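Purified P. pyralis luciferase, 10 nM final, with Km-level 10 uM D-luciferin and 10 uM ATP in 50 mM Tris acetate pH 7.5, 10 mM Mg acetate, 0.01% Tween-20, 0.05% BSA; 6-point qHTS titration about 60 µM downward; luminescence read.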
uPA surface inh: qHTS for Inhibitors of Cell Surface uPA Generation; cell surface uPA generation assay, qHTS; 330,000 compounds, 0.31% hits; Potency, µM (titrated, usually from 38.3 µM), for inactives: top-dose activity change, negative = inhibition, most hits filed as inhibitors; active means well fitted inhibition curve with a large enough effect; inconclusive means small, poorly fitted or top-dose-only effect; inactive means no such curve, though single readings can be large or run the other way; tested in mouse RAW 264.7 cells; further: on the % scale 0 is the no-effect control and ±100 the full control effect; nearly all actives have a fitted effect of over 55% in size
BRCA1 expr act: qHTS Assay to Identify Small Molecule Activators of BRCA1 Expression | MCF7-BRCA1-FFLuc reporter, luminescence, 48 h; response scale: scaled: vehicle 0%, 10 µM genistein 100% | 380,000 compounds, 1.1% hits | Potency, µM (doses to about 46.1 µM), for the others: at the highest dose activation, actives largely listed as activators | AID 624202, 2012; further: nearly all actives have a fitted effect of over 80% in size; some results filed as inactive show a strong effect at the top dose
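Compounds are tested at multiple concentrations on MCF7 BRCA1-luciferase reporter cells seeded at 2000 per well; after 48 h, a single luminescence end-point is taken and curves fitted to the normalized data.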
NPC1 promoter act: qHTS Assay for NPC1 Promoter Activators; Huh7 NPC1 promoter luciferase reporter, 24 h; Potency, µM (highest dose often 9.22 µM), for inactives: at the top dose activation, usual class: activators; 320,000 compounds, 2.4% hits; AID 485313, 2010;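 further: % of control where 0% means no effect; nearly all actives have a fitted effect of over 60% in size; reporter is driven by a mutant NPC1 promoter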
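NPC1 promoter–luciferase Huh7 cells; 24 h compound; luminescence.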
Gal4-VP16 FLuc: VP16 counterscreen qHTS for inhibitors of ROR gamma transcriptional activity; 310,000 compounds, 3.5% hits; Potency, µM (highest dose often 53.6 µM), for inactives: at the highest dose activity, negative = inhibition, hits mostly inhibitors; Drosophila S2 Gal4-VP16 UAS-luciferase, luminescence, 20 h; AID 2546, 2010;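 further: Gal4-VP16 expression switched on by copper sulfate through the metallothionein promoter; on the % scale 0 is the no-effect control and ±100 the full control effect; nearly all actives have a fitted effect of over 50% in size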
p53 reactivator: qHTS assay for re-activators of p53 using a Luc reporter; H1299 p53-A138V BP100-luciferase reporter, luminescence, 24 h; Potency, µM (top dose mostly 92.2 µM), for the others: top-dose activity change, positive = activation, actives largely listed as activators; 320,000 compounds, 0.063% hits; further: % of control where 0% means no effect; nearly all actives have a fitted effect of over 45% in size
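p53-null H1299 cells stably carrying temperature-sensitive p53-A138V and a BP100-luciferase reporter were pinned with compounds (4-point, 1:5 series) and held 24 hrs at 37 deg C. Luminescence was read 10 min after detection reagent.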
RORgamma inh: qHTS for inhibitors of ROR gamma transcriptional activity; Nuclear receptor ROR-gamma (Mus musculus), P51450; Drosophila S2 Gal4-RORgamma UAS-luciferase reporter, 20 h; Potency, µM (highest dose often 53.6 µM), inactives show top-dose activity change, negative = inhibition, usual class: inhibitors; 310,000 compounds, 5.4% hits; further: on the % scale 0 is the no-effect control and ±100 the full control effect; nearly all actives have a fitted effect of over 60% in size
Target sequence (P51450 whole entry, looked up, the tested form may be a part): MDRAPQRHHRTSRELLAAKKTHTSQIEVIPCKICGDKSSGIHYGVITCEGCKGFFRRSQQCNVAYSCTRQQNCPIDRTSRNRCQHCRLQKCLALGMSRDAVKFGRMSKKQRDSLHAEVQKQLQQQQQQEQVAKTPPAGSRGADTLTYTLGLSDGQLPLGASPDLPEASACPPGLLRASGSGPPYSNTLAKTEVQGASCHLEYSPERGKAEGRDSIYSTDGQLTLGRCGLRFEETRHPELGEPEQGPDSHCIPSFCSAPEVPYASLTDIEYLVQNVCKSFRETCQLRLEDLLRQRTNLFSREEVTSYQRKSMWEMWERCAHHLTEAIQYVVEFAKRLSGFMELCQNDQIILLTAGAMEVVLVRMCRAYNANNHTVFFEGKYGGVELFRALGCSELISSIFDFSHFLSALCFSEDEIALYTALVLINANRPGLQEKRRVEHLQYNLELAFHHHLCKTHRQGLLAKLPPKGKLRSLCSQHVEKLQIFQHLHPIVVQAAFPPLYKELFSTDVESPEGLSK
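Drosophila S2 cells stably expressing Gal4-DBD/mouse RORγ fusion under metallothionein promoter plus UAS-luciferase; compound 1 h, then 700 uM CuSO4 induction for 20 h at ambient temperature; inhibition read as reduced luminescence.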
MLL CXXC-DNA inh: qHTS Fluorescence Polarization Assay for Inhibitors of MLL CXXC domain - DNA interaction | Potency, µM (top dose mostly 115 µM), for inactives: top-dose activity change, negative = inhibition, actives largely listed as inhibitors | MLL-CXXC / FITC-HOXA9 DNA fluorescence polarization | Histone-lysine N-methyltransferase 2A (Homo sapiens), Q03164 | 290,000 compounds, 0.037% hits; active means well fitted inhibition curve with a large enough effect in the polarisation, with a control signal flat, not every such curve was filed as active; inconclusive means small, poorly fitted or top-dose-only effect, or effect the other way, or a change in a side signal; inactive means no such curve, though single readings can be large or run the other way; the % refers to the polarisation
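Purified MLL-CXXC (added from a 7 uM solution) was preincubated 5 min at ambient with pinned compounds in 50 mM Tris-HCl pH 7.5, 50 mM NaCl, 1 mM DTT, 0.05% BSA. Fluorescein-labeled HOX-A9 DNA (50 nM solution) followed, 30 min, then polarization read.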
ELG1 genotoxic: qHTS screen for small molecules that induce genotoxicity in human embryonic kidney (HEK293T) cells expressing luciferase-tagged ELG1. Potency, µM (titrated, usually from 46 µM), without a hit: at the highest dose activity change, positive = activation, most hits filed as activators. HEK293T ELG1-luciferase reporter, luminescence, 16 h. 330,000 compounds, 1.3% hits; further: % of control where 0% means no effect; nearly all actives have a fitted effect of over 60% in size
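HEK293T cells expressing luciferase-tagged ELG1 were exposed to compound or DMSO vehicle for 16 hr at 37 °C and 5% CO2. Luciferase activity was then measured with ONE-Glo after 30 min at room temperature.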
MBNL1 CUG block: qHTS Assay for Inhibitors of MBNL1-poly(CUG) RNA binding | Muscleblind-like protein 1 (Homo sapiens), Q9NR56 | TR-FRET MBNL1-His/biotin-(CUG)12 binding, 665/545 ratio | Potency, µM (doses to about 57.5 µM), inactives show at the highest dose activity change, negative = inhibition, usual class: inhibitors | 280,000 compounds, 0.036% hits; active means well fitted inhibition curve with a large enough effect in the signal ratio, with a control signal flat, not every such curve was filed as active; inconclusive means small, poorly fitted or top-dose-only effect, or effect the other way, or a change in a side signal; inactive means no such curve, though single readings can be large or run the other way; the % refers to the signal ratio; further: on the % scale 0 is the no-effect control and ±100 the full control effect
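Compounds (final 92 nM to 58 uM) are added to His-tagged MBNL1 and biotin-(CUG)12, then terbium anti-His antibody and streptavidin-XL665 (5 nM final). After 60 min at room temperature, the 665/545 nm ratio is read.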
Rab9 prom act: qHTS Assay for Rab9 Promoter Activators. Huh7 Rab9 promoter-luciferase reporter, luminescence, 24 h. Potency, µM (titrated, usually from 9.22 µM), without a hit: at the top dose activation, negative = inhibition, most hits filed as activators. 320,000 compounds, 2.8% hits; further: % of control where 0% means no effect; nearly all actives have a fitted effect of over 60% in size
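Measured in stably transfected Huh7 cells bearing a Rab9 promoter–luciferase construct: 24 h compound treatment at 37 °C, followed by luminescence detection.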
* = called active by the depositor; u = inconclusive; x = no result given; [ ] = dose if it differs, or a comment. Unless noted, the call rests on the fitted dose curve; in most records, active means well fitted curve in the direction sought with a large enough effect; inconclusive means small, poorly fitted or top-dose-only effect, or another doubt; inactive means no such curve, though single readings can be large; an effect the other way counts as inactive or inconclusive. Potency means the concentration at half of the fitted maximal effect.

SMILES	FLuc counter	uPA surface inh	BRCA1 expr act	NPC1 promoter act	Gal4-VP16 FLuc	p53 reactivator	RORgamma inh	MLL CXXC-DNA inh	ELG1 genotoxic	MBNL1 CUG block	Rab9 prom act
CCCC(C)c1nnc(NC(=O)COc2ccc3c(c2)OCO3)s1 (stereo not given)	0%	5%	17%	-2%	-10%	1%	15%	-4%	14%	1%	-1%
O=C(O)c1cc(N=Nc2c(O)ccc3ccccc23)cc(C(=O)O)c1	u	18%	-16%	0%	0%	4%	-8%	4%	0%	u	-3%
COc1ccc(-n2nc3c(=O)[nH][nH]c3cc2=O)cc1	u	4%	-4%	0%	2%	-6%	-10%	14%	0%	x	1%
O=C(NNC(=O)c1ccc2c(=O)n3c(nc2c1)CCC3)c1ccc(Cl)cc1	-2%	-11%	-14%	0%	x	7%	x	x	-1%	x	2%
O=P(c1ccccc1)(c1ccccc1)C(O)c1ccccn1 (stereo not given)	0%	8%	-3%	6%	-1%	-1%	0%	4%	0%	-9%	1%
COc1ccc(C(=O)CC(c2ccccc2)C2CCCCC2=O)cc1 (stereo not given)	-1%	5%	-4%	-1%	14%	-6%	-19%	8%	-6%	-1%	-5%
CCN(CC)CCNC(=O)c1ccc(NC(=O)c2cccc(S(=O)(=O)Nc3ccc(C)cc3)c2)cc1	0%	-32%	-27%	-4%	16µM*	19%	-105%	14%	4%	-1%	1%
O=C(c1ccc(Cl)cc1)[C@@H]1[C@@H]2C(=O)N(c3ccccc3)C(=O)[C@@H]2C2c3ccccc3C=NN21 (stereo not given in full)	1%	-10%	-2%	-5%	-2%	-8%	23%	4%	-2%	-6%	-5%
COc1cccc(N(C(=O)c2snc(C(N)=O)c2N)C(C(=O)NCC2CCCO2)c2ccc(C)o2)c1 (stereo not given)	0%	-3%	-30%	-4%	7%	-2%	-18%	8%	0%	20%	-2%
COc1ccc(S(=O)(=O)N2CCN(C(=O)c3sccc3-c3ccccc3)CC2)cc1	1%	7%	-21%	-1%	x	-4%	x	x	18%	x	-2%
CCC(=O)N(Cc1c(C)nn(-c2ccccc2)c1Cl)c1ccc(Cl)cc1	-1%	5%	-19%	0%	u	-6%	-4%	21%	-6%	-15%	2%
COc1ccc(-n2ccsc2=S)cc1	-3%	-11%	0%	-3%	-1%	11%	-14%	-3%	-1%	-8%	-5%
Cn1c(SCc2cc([N+](=O)[O-])cc3c2OCOC3)nnc1-c1ccccn1	-3%	0%	-2%	0%	3%	-3%	12%	u	0%	5%	-2%
CCN(CC)c1ccc(NC(=O)c2cccnc2)cc1	u	-12%	-2%	x	5%	x	26%	18%	x	8%	x
COc1cc([N+](=O)[O-])ccc1NC(=O)CN1CCN(C(=O)c2ccco2)CC1	0%	-5%	21%	-4%	4%	0%	34%	-1%	-8%	u	-4%
COc1ccc(N/C(=N/c2nc(C)cc(C)n2)NC(=O)Nc2ccc(Cl)c(Cl)c2)c(OC)c1	0%	-2%	-24%	-11%	-11%	-14%	-5%	-2%	-3%	4%	0%
O=C(CNC1CCCC1)Nc1ccc(N2CCCCCC2)cc1	0%	-9%	-17%	11%	5%	0%	18%	-7%	-7%	1%	-1%
CN(C(=O)COc1ccc([N+](=O)[O-])cc1)C1CCS(=O)(=O)C1 (stereo not given)	0%	2%	7%	1%	-6%	3%	3%	-13%	-1%	19%	-2%
c1ccc(C(c2ccccc2)c2noc(CN3CCC(c4ccncc4)CC3)n2)cc1	3%	-2%	8%	-10%	3%	3%	-18%	-2%	-5%	-2%	-5%
O=C(NCc1ccc(Cl)cc1)C(=O)NCC1CCCN1S(=O)(=O)c1cccs1 (stereo not given)	2%	2%	-11%	1%	x	3%	x	x	4%	x	-1%
CCc1ccccc1NC(=O)NC1CC2CCC(C1)N2Cc1cccs1 (stereo not given)	0%	-3%	30%	1%	-6%	-6%	17%	2%	0%	0%	1%
CCN=c1sc(C(=O)Nc2ccccc2)c(C)n1CC	-2%	4%	-6%	-7%	6%	-1%	-26%	-3%	-14%	0%	-3%
Cc1ccc(NC(=O)N/C=C/c2ccco2)cc1C	11µM*	2%	18%	27%	6%	15%	44%	4%	0%	-11%	18%
CCOC(=O)/C(=N/Nc1ccc(Cl)cc1)S(=O)(=O)c1ccc(Cl)cc1	u	-1%	-1%	1%	2%	-4%	u	u	8%	-6%	18%
C[C@@H]1CC=C[C@H]2[C@H]1C(=O)N(Cc1ccccc1)[C@H]2c1ccc(F)c(-c2ccc(N(C)C)cc2)c1	-1%	-17%	-11%	-3%	6%	3%	9%	3%	-6%	-2%	-7%
CCn1cc(C(=O)NCc2cccs2)c(=O)c2ccc(C)nc21	5%	-1%	-19%	-2%	-28%	1%	2%	11%	0%	-4%	2%
O=C(c1ccsc1)N1CCN(C(=O)c2cccs2)CC1	5%	-2%	0%	2%	-3%	5%	-33%	5%	3%	-2%	-4%
Cc1ccc(S(=O)(=O)N(Cc2ccccc2)c2ccccc2C(=O)N2CCCCC2)cc1	-5%	-7%	-57%	0%	-11%	-6%	-31%	5%	-1%	-6%	3%
Cc1ccc(F)cc1NC(=O)N1CCCN(C(=O)OC(C)(C)C)CC1	-1%	6%	-20%	-6%	6%	-5%	1%	-4%	-4%	0%	-3%
COc1ccc(CNc2oc(-c3cccc4ccccc34)nc2C#N)cc1	1%	6%	-29%	0%	-4%	10%	u	0%	0%	11%	2%
CC1CCN(C(=O)c2ccc3c(Cl)c4c(nc3c2)CCCC4)CC1	u	-6%	-4%	-2%	u	20%	12%	-25%	4%	11%	-2%
N#Cc1ccc(OCC(=O)Nc2nc(-c3cccnc3)cs2)cc1	-12%	5%	-22%	-4%	x	7%	x	x	1%	x	-5%
COc1ccc(-c2cc(C(=O)OCC(=O)N(C)C)c3ccccc3n2)cc1	9.5µM*	-6%	6%	4%	-8%	-2%	11%	9%	-1%	u	23%
Cc1[nH]c2c([N+](=O)[O-])cccc2c1C	-5%	-1%	36%	4%	4%	3%	20%	-4%	3%	x	-3%
O=C(COC(=O)c1cccs1)Nc1ccccc1	u	2%	-7%	1%	15%	0%	-2%	14%	9%	7%	3%
CCN(CC)S(=O)(=O)c1cc(NC(=O)COC(=O)CCC(=O)c2cccs2)ccc1C	-13%	-3%	-13%	-4%	-1%[10 µM]	1%	21%	7%	3%	5%	-4%
CCCn1nnc(NC(=O)c2cc(Br)ccc2OC)n1	7%	-3%	0%	-4%	2%	-4%	3%	8%	2%	12%	0%
O=C(Nc1ccc(Cc2ccncc2)cc1)c1ccc([N+](=O)[O-])o1	u	-9%	-96%[inhibitor]	1%	x	x	x	-5%	15%	u	3%
Cc1cc(C)c(S(=O)(=O)NCC(c2cccnc2)N2CCN(Cc3ccccc3)CC2)c(C)c1 (stereo not given)	4%	-5%	-20%	-1%	6%	-4%	0%	3%	-4%	-9%	0%
CCOc1ccc(NC(=S)N(CCN2CCOCC2)Cc2cc3cc4c(cc3[nH]c2=O)OCCO4)cc1	0%	-9%	-7%	-2%	1%	-4%	35%	-4%	-3%	0%	-8%
COc1ccc(N(CC(=O)NC(C)C)C(=O)CCC(=O)Nc2ccccn2)cc1	8%	-2%	-9%	-2%	-2%	x	-20%[1.91 µM]	-7%	1%	-3%	2%
CCOC(=O)CNc1nnc(SCC(=O)OCC)[nH]c1=O	-1%	-8%	14%	-3%	-2%	-1%	-12%	-1%	6%	3%	1%
CCCCN(CC)C(=O)c1ccc(Cl)c(Cl)c1	-1%	3%	-5%	-3%	6%	37%	19%	-6%	5%	10%	-3%
COc1cc(NC(=O)COC(=O)CO/N=C(\C)c2ccc3c(c2)OCO3)cc(OC)c1	-2%	3%	-8%	-3%	x	4%	x	x	5%	x	-6%
O=C(CSc1nnc(CNc2ccc(F)cc2)o1)N1CCCc2ccccc21	3%	1%	15%	1%	-5%	-6%	21%	0%	-9%	5%	8%
CCOC(=O)C1=C(COC(=O)CCOc2ccc(C)cc2)NC(=O)NC1C (stereo not given)	-1%	-13%	-66%	-10%	x	-20%	x	x	20%	x	-8%

From PubChem

The list is partial; rates above refer to the full screens.
